Source: PubChem (National Center for Advancing Translational Sciences (NCATS))
Sm TGR inh: S. mansoni TGR enzyme inhibition; Potency, µM (top dose mostly 114 µM), inactives show at the highest dose activity change, negative = inhibition, usual class: inhibitors; purified TGR, DTNB reduction, TNB absorbance 405 nm; actives 3% (n = 360,000); note: potency is the fitted concentration of half-maximal effect; % is set by controls: 0 for no effect and ±100 for the full control effect; nearly all actives have a fitted effect of over 60% in size
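Kinetic colorimetric format: TGR-catalysed, NADPH-driven DTNB reduction monitored via TNB absorbance. Enzyme dispensed at 20 nM; compound exposure 15 min at room temperature before reaction start.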
Pf growth 48h: inhibits P. falciparum growth in the first generation, 48 h; P. falciparum luciferase growth in erythrocytes, 48 h; Potency, µM (top dose mostly 28.7 µM), for inactives: top-dose activity change, negative = inhibition, most hits filed as inhibitors; actives 5.9% (n = 310,000); AID 504832; note: potency is the fitted concentration of half-maximal effect; % is set by controls: 0 for no effect and ±100 for the full control effect
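Here the parasites carry a stable luciferase gene and grow inside erythrocytes in Albumax-based RPMI medium with compound for one erythrocytic cycle. Activity is scored as loss of luminescent signal.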
Shiga toxin inh: blocks Shiga toxin action in Vero cells; inhibition, % at 38.7 µM; AID 2315; actives 9.2% (n = 290,000); Vero cells, Shiga toxin protein synthesis inhibition reporter; in the data active = inhibition mostly above about 28%, no sharp cut-off; inactive = mostly below about 43%; note: 0% is about no effect
Cycloheximide cs: counter-screen for Shiga toxin inhibitors: cycloheximide protein synthesis inhibition; cell reporter, cycloheximide protein synthesis inhibition counterscreen; max response, %; actives 12% (n = 300,000); AID 2314; in the data active = max response mostly above about 13%, no sharp cut-off; inactive = mostly below about 14%; note: read at 38.3 µM for the half of the compounds with a filed dose; 0% is about no effect
Pf growth 96h: P. falciparum growth inhibition at 96 hour, primary screen for plastid delayed-death inhibitors; P. falciparum luciferase reporter growth, 96 h; Potency, µM (top dose mostly 28.7 µM), inactives show top-dose activity change, negative = inhibition, actives largely listed as inhibitors; actives 6.9% (n = 320,000); AID 504834; note: potency is the fitted concentration of half-maximal effect; % is set by controls: 0 for no effect and ±100 for the full control effect
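Cell-based qHTS: luciferase-tagged P. falciparum in erythrocytes (2% hematocrit, 0.05% parasitemia final) incubated with compounds for 96 hours, 37 C, 5% CO2; luciferase detection reagent then added and luminescence measured.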
FBPA Giardia inh: blocks Giardia fructose-bisphosphate aldolase activity | Potency, µM (titrated, usually from 59.6 µM), for inactives: top-dose activity, negative = inhibition, most hits filed as inhibitors | purified Giardia FBPA | actives 0.71% (n = 290,000) | A8B2U2 | AID 2451; note: potency is the fitted concentration of half-maximal effect; % is set by controls: 0 for no effect and ±100 for the full control effect; nearly all actives have a fitted effect of over 55% in size
Target sequence (A8B2U2 whole entry, looked up): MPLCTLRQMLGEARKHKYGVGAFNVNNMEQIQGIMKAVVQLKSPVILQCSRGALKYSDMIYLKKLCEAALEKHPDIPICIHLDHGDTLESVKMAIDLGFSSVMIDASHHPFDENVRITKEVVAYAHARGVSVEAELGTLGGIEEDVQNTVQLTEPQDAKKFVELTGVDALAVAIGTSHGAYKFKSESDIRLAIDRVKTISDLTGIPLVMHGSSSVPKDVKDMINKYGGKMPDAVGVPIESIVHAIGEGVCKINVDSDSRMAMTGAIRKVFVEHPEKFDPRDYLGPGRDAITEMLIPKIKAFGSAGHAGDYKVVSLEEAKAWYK
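40 nM FBPA preincubated 10 min at RT with compound (up to 57.5 uM final), then substrate plus GAPDH/TPI/NAD/arsenate coupling and diaphorase/resazurin added. Fluorescence read after 20 min at RT, 525/598 nm.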
Starred values were filed as active, the others as inactive; ? = inconclusive; . = not tested or not shown; & = joins results of further samples; [ ] = dose if it differs, or a comment. Unless noted, calls come from the whole dose curve; as a rule, active = well fitted curve in the direction sought with a large enough effect; inconclusive = small, poorly fitted or top-dose-only effect, or another doubt; inactive = no such curve, though single readings can be large; an effect the other way counts as inactive or inconclusive. The order is random, and some 24% of all compounds hit somewhere here.

Every second line gives: Cycloheximide cs, Pf growth 96h, Shiga toxin inh, Sm TGR inh, Pf growth 48h, FBPA Giardia inh
CCNC(=S)N1CCN(c2ccccc2OCC)CC1
  -3, -30%, 6, 2%, -21%, 14%
COCCCNC(=O)Cn1ncc2c(=O)oc3ccccc3c21
  14, 25%, -3, 8%, -2%, 10%
Cc1csc(NC(=O)c2cc3c(s2)CCC3)n1
  64*, 170%[activator], 86*, -2%, 159%[activator], -8%
CCc1noc(C)c1C(=O)N(CC)c1nc2c(C)cccc2s1
  ., ?, ., 2%, -6%, .
COc1ccc(S(=O)(=O)c2ccc(OC)cc2)cc1
  -1, ., -6, -12%, 9%, 10%
Cc1ccc(-c2csc(N3CCC(NS(=O)(=O)c4ccc5c(c4)OCCO5)CC3)n2)cc1
  -1, 9.3µM*, -3, 10%, ?, -8%
O=C(NC(Cc1c[nH]c2ccccc12)C(=O)O)c1ccccc1 (stereo not drawn)
  -2, -8%, -7, 3%, 16%, 2%
CC(C)(C)OC(=O)NCC1CCC(C(=O)NC[C@H](CC(=O)O)c2ccc(Cl)cc2)CC1 (stereo partly drawn)
  -4, ?, -2, -9%, -10%, 8%
Cc1ncoc1C(=O)N1CCCC(C(=O)c2ccc(C(F)(F)F)cc2)C1 (stereo not drawn)
  6, -7%, 9, 6%, 0%, 21%
Cc1cc(N)n(-c2ccc(C(=O)O)cc2)n1
  18, ?, 33, ., 15%, -11%
COC(=O)CCc1c(C)[nH]c(=S)[nH]c1=O
  1, ?, -9, 0%, 7%, ?
COc1ccc(SCCN2CC[C@@H](O)CCC2=O)cc1
  ., 42%[activator], ., -5%, 0%, .
CN1CCN(c2ccc(NC(=O)Oc3ccccc3)cc2)CC1
  -3, ?, -6, -3%, ., -2%
O=C(CN1CCN(Cc2ccc(Cl)cc2)C1=O)NCc1cccs1
  -4, 2%, -5, 1%, -1%, 0%
CCc1ccccc1NC(=O)c1nnn(CC(=O)Nc2ccccc2C)c1N
  -3, ., -10, -4%, -3%, 6%
O=C(NCCCN1CCN(CCCNC(=O)c2ccc3c(c2)OCO3)CC1)c1ccc2c(c1)OCO2
  -1, ., -12, -3%, -9%, -1%
Cc1ccc(C(=O)CSc2nnc(Cn3nnc4ccccc43)n2C)cc1
  -1, 77%[activator], 18, 38%[activator], 4%, -17%
CCCCCOC(=O)CSc1nc2c(c(=O)[nH]c(=O)n2C)n1Cc1ccc(Cl)cc1
  -5, -9%, -9, -23%, ?, 4%
COc1ccc2c(c1)C(c1ccc([N+](=O)[O-])cc1)=NNC(c1ccco1)=N2
  -2, 95%[activator], 3, -20%, 32%[activator], 0%
CCCNCc1cc(OCC)c(OCC(=O)Nc2ccccc2)cc1Br
  -1, ?, 28, ., ?, 4%

Every second line gives: Cycloheximide cs, Pf growth 96h, Shiga toxin inh, Sm TGR inh, Pf growth 48h, FBPA Giardia inh
O=C(N/N=C/c1cc2c(cc1Br)OCO2)c1ccccn1
  43*, 303%[activator], 55*, -3%, 239%[activator], -5%
CCC(=O)Nc1ccccc1Nc1cc(C#N)c(C#N)cc1[N+](=O)[O-]
  -4, ?, 13, 9%, ?, 0%
Cc1cccn2c(=O)cc(CSc3nnc(NC(=O)COc4ccccc4)s3)nc12
  ., ?, ., -2%, ?, .
COc1cc(NC(=S)NCCN2CCOCC2)cc(OC)c1OC
  -4, 7%, -6, 13%, 6%, -5%
COC(=O)CN(C(=S)Nc1ccc(F)cc1)C1CC(=O)N(c2ccc(OC)cc2)C1=O (stereo not drawn)
  1, 9%, -3, -18%, -9%, -3%
COC(=O)C1=C(C(=O)OC)[C@@H]2N(C)c3ccc(OC)cc3[C@@]23C[C@@H](C(=O)OC)N(C(=O)c2cccs2)C3=N1
  -2, 24%, 4, -29%, 28%, -26%
O=C(N1CCN(CCO)CC1)N1c2ccccc2CCc2ccccc21
  -1, -10%, 17, 0%, -4%, -2%
O=C(OC1CCOC1=O)c1ccc(-c2nc3ccccc3s2)s1 (stereo not drawn)
  47, 22%, 39*, 9%, 74%[activator], 9%
O=C(O)CN1C(=O)/C(=C/c2ccccc2Br)Oc2ccccc21
  12, 37%[activator], -6, 0%, 27%, 12%
O=C(CSc1nnc2c3ccccc3c3ccccc3c2n1)Nc1ccccc1
  8, ?, -7, 0%, -4%, ?
COc1ccc2c(C)c(CCC(=O)NC3CC3)c(=O)oc2c1C
  10, 4.1µM*, 13, -23%, -39%, 1%
CCOc1ccc(NS(=O)(=O)c2cc(C(=O)NCCCN3CCOCC3)ccc2C)cc1
  ., ?, ., -11%, ?, .
CCOC(=O)C1CCC(CNCc2ccc(Cl)cc2)CC1 (stereo not drawn)
  -1, 52%[activator], -7, -6%, -12%, -3%
CCc1cc2c(=O)oc(-c3ccc(F)cc3)nc2s1
  1, 12%, -6, -20%, 22%, 6%
Cc1ccc(-n2ncc3c(NCC4CCCO4)ncnc32)c(C)c1 (stereo not drawn)
  14, -16%, 31, -2%, -5%, -7%
O=C1c2ccccc2C(=O)N1CCCCN(C(=O)c1cc([N+](=O)[O-])ccc1Cl)c1ccc(Cl)cc1
  -2, 1%, -12, -3%, ?, 2%
COc1cccc(N(CC(=O)Nc2cccnc2)S(C)(=O)=O)c1
  -4, 0%, 0, ., 16%, 0%
NNC(=O)/C(=C\c1ccco1)NC(=O)c1ccco1
  -2, 0%, -12, 2%, -9%, 3%
CC1CCc2nn(CC(=O)N3CCN(C(=O)c4ccco4)CC3)cc2C1 (stereo not drawn)
  -3, ?, 0, -5%, -12%, -9%
CC1CC(C)CN(CCCNC(=O)Cn2ncc3c(=O)oc4ccccc4c32)C1 (stereo not drawn)
  -10, ?, -17, 1%, ., -1%

Ordered by number of heavy atoms (largest number first): 3 of the compounds above
Every second line gives: Cycloheximide cs, Pf growth 96h, Shiga toxin inh, Sm TGR inh, Pf growth 48h, FBPA Giardia inh
COc1cccc(N(CC(=O)Nc2cccnc2)S(C)(=O)=O)c1
  -4, 0%, 0, ., 16%, 0%
O=C(N/N=C/c1cc2c(cc1Br)OCO2)c1ccccn1
  43*, 303%[activator], 55*, -3%, 239%[activator], -5%
CCc1cc2c(=O)oc(-c3ccc(F)cc3)nc2s1
  1, 12%, -6, -20%, 22%, 6%

Carrying on.
Every second line gives: Cycloheximide cs, Pf growth 96h, Shiga toxin inh, Sm TGR inh, Pf growth 48h, FBPA Giardia inh
CCCCc1nnc(NC(=O)C(C)Sc2nc(N)cc(=O)[nH]2)s1 (stereo not drawn)
  -5, 12%, -10, 0%, ., -8%
O=C(O)CC(Cc1ccccc1)(C(=O)O)c1ccccc1 (stereo not drawn)
  -3, ?, 2, 8%, -7%, -7%
O=C(O)CSc1nnc(CSc2nc3ccccc3s2)n1-c1ccccc1
  1, -1%, -12, 44%[activator], 7%, 7%
CCOC(=O)c1cnn(-c2ccccn2)c1N
  63*, ?, 99*, 2%, 202%[activator], -5%
Cc1ccc(S(=O)(=O)Nc2cc(C(=O)O)ccc2N2CCCCC2)cc1
  1, -11%, -4, -8%, ?, -19%
CCCN1CCC[C@@H](c2cccc(O)c2)C1
  ., 5%, ., -3%, -22%, .
Cc1ccc(Cl)cc1N1CCN(S(=O)(=O)c2ccc3c(c2)CC(=O)N3C)CC1
  2, -22%, -3, -16%&-8%, ?, 15%
CCC(NC(=O)C1CCCC1)c1ccc(C)cc1 (stereo not drawn)
  -2, 17%, -4, -5%, 6%, 6%
CCOc1cc(C(=O)NCCN2C(=O)S/C(=C\c3cccnc3)C2=O)cc(OCC)c1OCC
  0, -29%, -10, -2%, -9%, 0%
COC(=O)c1c(S(N)(=O)=O)c2ccccc2n1C
  -3, 14%, 34, -26%, 20%, 7%
CC(=O)NC1(NC(C)=O)CCN(C)CC1
  -1, -7%, -3, 25%, 22%, 4%
CN1CCN(S(=O)(=O)c2cccc(C(=O)NCCOc3ccccc3F)c2)CC1
  4, 3%, 24, -1%, -4%, .
CN(c1ccc([N+](=O)[O-])cc1C(N)=O)C1CCCCC1
  -6, ?, -13, ., 7%, 2%
CCC(NC(=O)Nc1cc(OC)c(OC)c(OC)c1)(C(F)(F)F)C(F)(F)F
  -2, ?, -18, -9%, 3%, ?
COc1ccc(C)cc1S(=O)(=O)N(CC(=O)Nc1cccc([N+](=O)[O-])c1)c1cc(C)cc(C)c1
  5, ?, -11, -2%, ?, -9%
CCCCc1nnc(SCC(=O)Nc2nccs2)n1C
  2, 10µM*, 15, -20%, 23%, -22%
CCN(CC)C(=O)C1CC(=O)N(c2ccc(F)c(Cl)c2)C1 (stereo not drawn)
  -4, ?, -7, 6%, 8%, 3%
Cc1ccc(C(=O)N2CCN(Cc3ccc4c(c3)OCO4)CC2)o1
  -4, 81%[activator], -15, 3%, 6%, 2%
C#CCOCCOCCOCCNc1nc(N2CCN(C(=O)[C@H](CCC(=O)O)n3cc(C(N)CO)nn3)CC2)nc(N2CCN(C(=O)[C@H](CCC(=O)O)n3cc(C(N)CC(C)C)nn3)CC2)n1 (stereo partly drawn)
  -5, ?, -4, -20%, 64%[activator], -24%
Cc1ccc(S(=O)(=O)Oc2ccc(/C=C3\N=C(c4cccc(C)c4)OC3=O)cc2)cc1
  -1, 13%, -7, 1%, -25%, 16%

Reprinted at random: 7 records from the list, in no set order.
Every second line gives: Cycloheximide cs, Pf growth 96h, Shiga toxin inh, Sm TGR inh, Pf growth 48h, FBPA Giardia inh
CCCCc1nnc(NC(=O)C(C)Sc2nc(N)cc(=O)[nH]2)s1 (stereo not drawn)
  -5, 12%, -10, 0%, ., -8%
CCN(CC)C(=O)C1CC(=O)N(c2ccc(F)c(Cl)c2)C1 (stereo not drawn)
  -4, ?, -7, 6%, 8%, 3%
CCCCc1nnc(SCC(=O)Nc2nccs2)n1C
  2, 10µM*, 15, -20%, 23%, -22%
CCC(NC(=O)Nc1cc(OC)c(OC)c(OC)c1)(C(F)(F)F)C(F)(F)F
  -2, ?, -18, -9%, 3%, ?
C#CCOCCOCCOCCNc1nc(N2CCN(C(=O)[C@H](CCC(=O)O)n3cc(C(N)CO)nn3)CC2)nc(N2CCN(C(=O)[C@H](CCC(=O)O)n3cc(C(N)CC(C)C)nn3)CC2)n1 (stereo partly drawn)
  -5, ?, -4, -20%, 64%[activator], -24%
Cc1ccc(C(=O)N2CCN(Cc3ccc4c(c3)OCO4)CC2)o1
  -4, 81%[activator], -15, 3%, 6%, 2%
Cc1ccc(S(=O)(=O)Nc2cc(C(=O)O)ccc2N2CCCCC2)cc1
  1, -11%, -4, -8%, ?, -19%

Going on with the list:
Every second line gives: Cycloheximide cs, Pf growth 96h, Shiga toxin inh, Sm TGR inh, Pf growth 48h, FBPA Giardia inh
CN(C(=O)CSc1nnc(CN2CCCC2)n1Cc1ccccc1)c1ccccc1
  ., ?, ., -5%, 12µM*, .
O=C(CCC(=O)N1CCN(S(=O)(=O)c2cccc(F)c2)CC1)c1cccs1
  9, 29%, 30, -2%, 1%, 8%
CCOc1ccccc1NC(=O)C1CCN(C(=O)C2CC(=O)N(c3ccc(C)cc3)C2)CC1 (stereo not drawn)
  -7, ?, 0, 0%, -13%, 8%
COc1ccc(NC(=O)C2CCCN(S(C)(=O)=O)C2)cc1Cl (stereo not drawn)
  0, ?, 9, 7%, 12%, 6%
CCNC(C)Cc1cccc(C(F)(F)F)c1 (stereo not drawn)
  23, 13µM*, 29, ., -5%, 2%
COc1ccc(CNC(=O)c2ccc(Cl)c(S(=O)(=O)N3CCOCC3)c2)cc1OC
  ., ?, ., -17%, ?, .
CCOC(=O)C1=C(C)NC(=O)NC1c1ccc(OC(=O)c2ccco2)cc1 (stereo not drawn)
  -3, 7.4µM*, -8, -2%, 10%, 2%
